# From PubChem BioAssay
# APJ ag = APJ receptor agonism; P35414; CHO-K1 APJ PathHunter beta-arrestin, luminescence; 0% DMSO wells, 100% apelin; activation, % at 20 µM; 0.11% of 330,000 active;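 active = activation more than six SD over the plate average, tested at 20 µM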;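 also: 0% = DMSO alone and 100% = apelin-13 at 10 nM; some results filed as inactive read as strong as hits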
#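 Assay system: CHO-K1 APJ beta-arrestin complementation cell line / Compound: single test compound dose, 20 µM final, 1% DMSO / Times: overnight seeding, 90 min compound at 25 °C, 1 h detection / Technique: beta-gal luminescence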
# UPR CHOP act = apoptotic UPR (CHOP) activation; CHO-CHOP luciferase reporter, luminescence; percent of tunicamycin response over DMSO baseline; activation, % at 10 µM; 0.34% of 330,000 active; AID 449763;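 active = at 10 µM dose, activation of 40% or more, normalized to positive control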;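 also: 100% = tunicamycin at 10 µg/mL and 0% = DMSO alone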
#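 System: CHO-CHOP luciferase reporter cell line | Buffer or medium: F12 medium containing 10% fetal bovine serum | Doses: One dose, 10 µM in 0.5% DMSO | Times: 6 h compound exposure at 37 °C after overnight seeding | Signal: Luciferase luminescence | Read-out: % activation vs tunicamycin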
# tim23-1 inh = tim23-1 yeast growth inhibition; S. cerevisiae tim23-1 growth, BacTiter-Glo luminescence, 24 h; inhibition, % at 20 µM; 1.3% of 330,000 active; AID 463212;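 active = growth inhibition of the mutant yeast at or above 50%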;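 also: temperature-sensitive mutant grown at 25 °C; plate controls were DMSO-treated mutant yeast for no effect and medium wells lacking yeast for full effect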
# APJ antag = APJ receptor antagonism | 0.32% of 330,000 active | P35414 | CHO-K1 APJ beta-arrestin complementation, luminescence | inhibition, % at 20 µM | AID 2521;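 active = inhibition above about 40% at 20 µM, limit read from the data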;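 also: cells challenged with 10 nM apelin-13 agonist together with compound; plate controls were apelin-13 plus DMSO wells for no effect and DMSO wells lacking apelin-13 for full effect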
# CXCR6 inh = blocks human CXCR6 beta-arrestin recruitment; CHO-K1 PathHunter CXCR6 beta-arrestin, luminescence; inhibition, % at 20 µM; 0.36% of 360,000 active; AID 602244; in the data active = inhibition above about 34%, passing the limit was not always enough;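 also: antagonist mode with CXCL16 agonist at 10 nM final; 0% = 10 nM CXCL16 with DMSO and 100% = unstimulated wells without agonist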
# Target sequence (O00574 whole entry, looked up): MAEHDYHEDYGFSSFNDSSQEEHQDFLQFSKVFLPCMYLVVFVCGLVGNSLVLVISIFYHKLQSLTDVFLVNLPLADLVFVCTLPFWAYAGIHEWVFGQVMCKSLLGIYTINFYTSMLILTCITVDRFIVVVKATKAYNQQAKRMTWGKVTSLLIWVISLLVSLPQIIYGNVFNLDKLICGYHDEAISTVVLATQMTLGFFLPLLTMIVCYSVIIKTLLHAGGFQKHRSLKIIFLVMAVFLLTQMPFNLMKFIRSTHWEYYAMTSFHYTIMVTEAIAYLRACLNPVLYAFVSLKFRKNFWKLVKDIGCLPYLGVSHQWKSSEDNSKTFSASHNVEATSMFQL
# Mdm2-MdmX inh = disrupts the human Mdm2-MdmX interaction. SaOS-2 split-luciferase Mdm2/MdmX complementation, luminescence. inhibition, % at 8 µM. 3% of 330,000 active;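 active = inhibition of at least 50% at 8 µM in the primary screen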
# CCR6 antagonist = blocks CCL20-driven beta-arrestin recruitment at human CCR6; 0.49% of 340,000 active; P51684; inhibition, % at 20 µM; CHO-K1 CCR6 PathHunter beta-arrestin, luminescence, CCL20-stimulated;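 active = compounds whose inhibition of the agonist-driven luminescence signal at 20 µM reaches about 50%, limit read from the data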;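 also: cells stimulated with CCL20 at 14 nM final; plate controls were DMSO with CCL20 for no effect and DMSO without agonist for full effect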
# EBI2 block = antagonists of human EBI2 receptor. P32249. EBI2 beta-arrestin recruitment, luminescence, 7a,25-OHC stimulated. inhibition, % at 5 µM. 0.81% of 360,000 active; in the data active = inhibition above about 38%;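 also: enzyme fragment complementation signal reports receptor beta-arrestin coupling in cells; 0% = agonist plus DMSO wells and 100% = wells without agonist; some results beyond the cut were filed as inactive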
# Target sequence (P32249 whole entry, looked up, the tested form may be a part): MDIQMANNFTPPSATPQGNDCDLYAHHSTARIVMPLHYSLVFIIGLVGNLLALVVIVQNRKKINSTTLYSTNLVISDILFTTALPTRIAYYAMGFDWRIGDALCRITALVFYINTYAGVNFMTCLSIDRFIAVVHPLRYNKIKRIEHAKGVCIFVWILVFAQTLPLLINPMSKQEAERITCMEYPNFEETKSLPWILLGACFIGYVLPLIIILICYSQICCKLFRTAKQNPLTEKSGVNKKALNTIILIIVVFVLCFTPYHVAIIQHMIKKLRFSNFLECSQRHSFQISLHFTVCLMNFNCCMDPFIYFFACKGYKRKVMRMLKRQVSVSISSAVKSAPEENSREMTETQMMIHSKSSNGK
# XBP1 UPR activ = adaptive UPR (XBP1) activation; CHO-XBP1 luciferase reporter, IRE1-XBP1 UPR activation, luminescence; percent of tunicamycin response, DMSO as zero; activation, % at 20 µM; 0.33% of 330,000 active; AID 463104;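 active = versus positive control, 20 µM dose yields 30% or more activation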;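 also: 100% = tunicamycin at 10 µg/mL and 0% = DMSO only wells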
#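 Material: CHO-XBP1 cells stably carrying IRE1-XBP1-driven luciferase reporter | Medium: F12 with 10% serum | Compound dosing: 20 µM single concentration, DMSO 1% | Incubation: Overnight seeding at 37 °C, 6 h compound treatment at 37 °C | Detection: Steady-Glo luminescence read | Read-out basis: % activation of reporter signal versus tunicamycin and DMSO controls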
# Numbers without * were called inactive; nt = no result given. An excerpt; rates above refer to the full screens.
SMILES,APJ ag,UPR CHOP act,tim23-1 inh,APJ antag,CXCR6 inh,Mdm2-MdmX inh,CCR6 antagonist,EBI2 block,XBP1 UPR activ
Cc1ccc(C)n1Cc1ccccc1Cl,0,-3.3,-8,-20,-1,16,31,3,-2
Cc1cc(NS(=O)(=O)c2ccc(NC(=S)NC(=O)c3cccc(S(=O)(=O)N(C)C)c3)cc2)no1,-2,0.0,7,28,23,4,39,6,2
Cc1cccc(NC(=O)CSc2nc3[nH]ncc3c(=O)n2-c2ccccc2)c1,-1,-0.2,-1,5,nt,22,nt,nt,2
Cc1cc(C)n2nc(S(=O)(=O)N(CC(C)C)CC(C)C)nc2n1,-3,0.9,33,19,4,23,-8,-8,3
COc1nc(C)nc2c1sc1nc3c(cc12)COC(C)(C)C3,-2,3.4,4,11,-7,-77,-2,9,3
Nc1nnnn1/N=C/c1ccccc1OCc1ccc(Cl)cc1,-1,-1.6,11,8,5,20,20,8,2
Cc1ccccc1NC(=O)CSc1nc(N)c(C#N)cc1C#N,-3,0.0,21,-6,6,-44,13,0,-3
Cc1nn(CC2CC2)c(=O)n1-c1ccccc1F,-4,-0.5,-1,0,2,3,5,4,0
O=S1(=O)[C@H]2C[C@H](CO)O[C@@]2(CO)CN1Cc1ccc(-c2cccc(Cl)c2)cc1,nt,1.8,44,nt,-5,5,11,1,-1
Cc1cc(N2C(=O)CC(N3CCN(C(c4ccccc4)c4ccccc4)CC3)C2=O)no1 (stereo not given),-4,-2.0,9,18,10,13,0,1,-4
O=C(COc1ccc(Cl)cc1)N1CCCC1,-4,-1.2,18,10,-4,19,4,22,0
C/C(=N\NC(=O)C1CC1c1ccccc1)c1cccc([N+](=O)[O-])c1 (stereo not given),-2,-3.4,3,3,-3,6,-6,-4,-3
CC1CCCCC1NC(=O)COC(=O)COc1ccccc1F (stereo not given),-1,-0.1,20,14,-1,-16,1,-7,-1
CC(=O)Nc1ccc(-c2cn3cccnc3n2)cc1,-1,0.8,3,-9,-3,-13,16,-3,-1
O=C(/C=C/c1ccc(Cl)cc1Cl)N1CCc2ccccc21,-3,2.3,-6,3,-4,-148,5,-5,1
O=C(Cc1ccsc1)NNC(=O)c1ccccc1O,8,0.5,20,-7,1,27,7,10,-1
COc1cccc(N2C(=O)CN(Cc3cc(OC)c(OC)c(OC)c3)C2=S)c1,-4,1.0,18,-29,1,-11,-3,-13,-3
O=C(Cc1cccc2ccccc12)N1CCCc2ccccc21,-1,-2.3,-5,13,2,3,14,6,-4
O=C(c1ccc(Cl)cc1)N1CCc2c([nH]c3ccccc23)C1C(F)(F)F (stereo not given),-4,0.7,36,11,0,7,9,-4,-1
COc1ccccc1NS(=O)(=O)c1cc(NC(=O)c2cccs2)ccc1N1CCCC1,-4,-0.6,28,11,8,-7,-3,25,0
Cc1ccc(CNC(=O)C2CCC(=O)N(Cc3ccc(Cl)cc3)C2)cc1F (stereo not given),-3,1.3,4,14,-8,3,13,21,-3
CCc1ccccc1N(CC(=O)N1CCN(c2ccc(F)cc2)CC1)S(C)(=O)=O,-5,-2.6,17,16,-3,9,5,9,-4
Cc1cccc(C(=O)OCC(=O)N2CCCC2=O)c1[N+](=O)[O-],-5,0.9,-1,19,1,-14,10,-8,0
CCOC(=O)c1sc(NC(=O)C(CC)Sc2nccn2C)nc1C (stereo not given),2,4.8,-4,9,9,-28,11,-2,3
COc1ccc(CN2CC(C(=O)NCCC(C)C)CC2=O)cc1 (stereo not given),-1,-0.6,11,-18,-2,-74,2,-8,1
Cc1ccnc(NC(=O)CCC(=O)c2cccs2)c1,-2,-6.5,3,0,-4,24,3,-2,-8
COc1ccc(NCC(O)Cn2c(C)c(C)c3ccccc32)cc1 (stereo not given),1,-1.4,9,7,-11,14,-9,5,3
CCc1c(C(=O)NN2C(=O)C3CCCCC3C2=O)csc1C (stereo not given),-1,-0.8,14,-5,-8,1,4,-14,1
CCN(CC)c1ccc(C2C(C(=O)Nc3ccccn3)=C(C)NC3=C2C(=O)CC(C)(C)C3)cc1 (stereo not given),-4,-1.0,-7,-8,0,23,-2,6,2
O=[N+]([O-])c1ccc(CSc2nnc(Cc3ccccc3)n2-c2ccc(F)cc2)cc1,-2,-0.8,36,19,11,15,15,13,-4
CSc1cccc(CNC(=O)C2CCC(=O)N(CCCN3CCCC3=O)C2)c1 (stereo not given),-2,1.1,12,20,5,5,0,8,0
Cc1ccc(C(=O)c2c(NC(=O)c3ccncc3)sc3c2CCCC3)cc1,-4,-0.4,2,21,10,20,31,32,-2
COC(=O)c1ccc(C(=O)OC)c(NC(=O)CSc2ccccn2)c1,-4,-1.2,10,-22,0,-4,17,4,3
CCOc1cc(/C=N/NC(=O)CN2CCCCC2)ccc1OCc1ccc(Cl)cc1,4,2.1,5,2,0,9,1,-1,0
N#Cc1ccc(COC(=O)c2ccccn2)cc1,-3,-2.3,9,-2,nt,-9,nt,nt,-2
Cc1cc(C(F)(F)F)nc(SCC(=O)NC2CC3CCC2C3)n1 (stereo not given),-3,-0.7,10,15,-12,-4,-4,6,3
Cc1nc(CNC(=O)c2ccccc2OC2CCN(S(C)(=O)=O)CC2)cs1,-2,-1.4,-3,-15,6,7,8,4,3
O=S(=O)(c1cccs1)N1CCN(Cc2ccccc2)CC1,-5,-2.5,15,-8,-6,16,17,-1,-3
COC(=O)CN1C(=O)COc2ccc(Cl)cc21,-3,0.3,11,23,-6,11,-6,-7,0
COc1ccccc1NC(=S)NCCc1c[nH]c2ccccc12,-2,2.9,25,7,6,21,-12,12,1
CC(C)=CCN1CCN(CC#Cc2ccccc2)CC1CCO (stereo not given),-4,0.5,0,7,-2,-25,-2,-10,-2
CCOC(=O)N1CCC(NC(=O)CCCN2C(=O)CSc3ncccc32)CC1,-5,-1.2,-8,11,1,-2,-2,5,3
Cc1cc(C(=O)N/N=C/c2cccc([N+](=O)[O-])c2)c(C)n1-c1ccccc1,-1,4.6,12,-11,13,-2,18,5,1
COc1ccc(C2CC(c3cccc(Br)c3)=NN2c2ccc(S(N)(=O)=O)cc2)cc1 (stereo not given),nt,3.6,46,nt,8,57*,-2,13,3
CCOC(=O)Cn1nc(C)n(-c2ccc(Cl)cc2)c1=O,0,-0.7,3,1,2,-21,5,-8,-1
COC(CNC(=O)C(C)n1nc(C)c2ccccc21)OC (stereo not given),0,-0.4,12,-4,4,-8,-3,-3,3
COc1cccc(CN(C)C(=O)CSCC(=O)Nc2ccc(C)cc2)c1OC,-3,-1.3,-2,8,1,3,17,-14,1
CC(=O)Nc1sc(N/N=C/c2ccccc2)nc1-c1ccc(C)cc1,17,5.6,28,-53,-11,-12,-11,-17,1
O=[N+]([O-])c1cccc(-c2ccn[nH]2)c1,1,1.2,-4,-2,1,11,2,5,2
CCOC(=O)CSc1nc(-c2ccccc2)ns1,-2,2.9,6,25,12,20,15,-4,0
Cc1nc(SC2CCOC2=O)c2c(C)c(C)sc2n1 (stereo not given),-1,-4.7,4,-4,-1,-8,-24,-4,1
Cc1ccc(-c2cc(-c3ccc(F)cc3)c(C#N)c(N)n2)o1,-3,-0.3,25,11,22,13,20,8,0
CC1(C)OC(=O)C(=CNNc2c(Cl)cc(Cl)cc2Cl)C(=O)O1,-3,5.9,13,-16,-3,-1,-5,-10,2
Cc1cc(C)cc(C(=O)NCC(=O)OC(C)C(=O)N(C)c2ccccc2)c1 (stereo not given),-3,0.4,4,-5,-2,19,8,-4,-2
COc1nccnc1NS(=O)(=O)c1ccc(NC(=S)NC(=O)c2ccccc2)cc1,-3,-0.2,10,21,19,-30,25,-4,-4
CC(=O)Nc1sc2c(c1C(c1ccccn1)N1CCN(C)CC1)CCCC2 (stereo not given),-1,1.0,6,-4,2,-17,5,3,3
c1ccc2c(CNCCN3CCOCC3)cccc2c1,-2,0.1,-28,17,0,6,1,-9,-2

# Mdm2-MdmX inh: what is marked active above.
smiles | APJ antag | CXCR6 inh | Mdm2-MdmX inh | CCR6 antagonist | EBI2 block
COc1ccc(C2CC(c3cccc(Br)c3)=NN2c2ccc(S(N)(=O)=O)cc2)cc1 (stereo not given) | nt | 8 | 57* | -2 | 13

# Structural class, the entries above containing four or more nitrogen atoms (15)
SMILES,APJ ag,UPR CHOP act,tim23-1 inh,APJ antag,CXCR6 inh,Mdm2-MdmX inh,CCR6 antagonist,EBI2 block,XBP1 UPR activ
Cc1cc(NS(=O)(=O)c2ccc(NC(=S)NC(=O)c3cccc(S(=O)(=O)N(C)C)c3)cc2)no1,-2,0.0,7,28,23,4,39,6,2
Cc1cccc(NC(=O)CSc2nc3[nH]ncc3c(=O)n2-c2ccccc2)c1,-1,-0.2,-1,5,nt,22,nt,nt,2
Cc1cc(C)n2nc(S(=O)(=O)N(CC(C)C)CC(C)C)nc2n1,-3,0.9,33,19,4,23,-8,-8,3
Nc1nnnn1/N=C/c1ccccc1OCc1ccc(Cl)cc1,-1,-1.6,11,8,5,20,20,8,2
Cc1ccccc1NC(=O)CSc1nc(N)c(C#N)cc1C#N,-3,0.0,21,-6,6,-44,13,0,-3
Cc1cc(N2C(=O)CC(N3CCN(C(c4ccccc4)c4ccccc4)CC3)C2=O)no1 (stereo not given),-4,-2.0,9,18,10,13,0,1,-4
CC(=O)Nc1ccc(-c2cn3cccnc3n2)cc1,-1,0.8,3,-9,-3,-13,16,-3,-1
CCOC(=O)c1sc(NC(=O)C(CC)Sc2nccn2C)nc1C (stereo not given),2,4.8,-4,9,9,-28,11,-2,3
CCN(CC)c1ccc(C2C(C(=O)Nc3ccccn3)=C(C)NC3=C2C(=O)CC(C)(C)C3)cc1 (stereo not given),-4,-1.0,-7,-8,0,23,-2,6,2
O=[N+]([O-])c1ccc(CSc2nnc(Cc3ccccc3)n2-c2ccc(F)cc2)cc1,-2,-0.8,36,19,11,15,15,13,-4
CCOC(=O)N1CCC(NC(=O)CCCN2C(=O)CSc3ncccc32)CC1,-5,-1.2,-8,11,1,-2,-2,5,3
Cc1cc(C(=O)N/N=C/c2cccc([N+](=O)[O-])c2)c(C)n1-c1ccccc1,-1,4.6,12,-11,13,-2,18,5,1
CC(=O)Nc1sc(N/N=C/c2ccccc2)nc1-c1ccc(C)cc1,17,5.6,28,-53,-11,-12,-11,-17,1
COc1nccnc1NS(=O)(=O)c1ccc(NC(=S)NC(=O)c2ccccc2)cc1,-3,-0.2,10,21,19,-30,25,-4,-4
CC(=O)Nc1sc2c(c1C(c1ccccn1)N1CCN(C)CC1)CCCC2 (stereo not given),-1,1.0,6,-4,2,-17,5,3,3
